NCI-60 one-dose screen, 48 h, at 10 µM unless noted. Numbers give growth in % (100 = growth as untreated, 0 = no growth, -100 = all killed).
MDA-MB-231 = MDA-MB-231 breast cancer; 81,000 tested, 5% active
MCF7 = MCF7 breast cancer; 82,000 tested, 6.3% active
RPMI-8226 = RPMI-8226 leukemia cells | 77,000 tested, 7.5% active | AID 1794781
K-562 = K-562 leukemia; 78,000 tested, 7.4% active; AID 1794777
MOLT-4 = MOLT-4 leukemia cells; 80,000 tested, 6.9% active; AID 1794779
SR = SR leukemia cells; 73,000 tested, 8.7% active; AID 1794780
CCRF-CEM = CCRF-CEM leukemia; 77,000 tested, 7% active; AID 1794778
MDA-MB-468 = MDA-MB-468 breast cancer; 78,000 tested, 8.5% active; AID 2202374
* hit, by the source's call; nt = not tested or not shown; & = joins results of further samples; [ ] = remark or other dose. The calls were made as follows: active = growth percent below 10; inactive = the rest.

Below each SMILES – MDA-MB-231 | MCF7 | RPMI-8226 | K-562 | MOLT-4 | SR | CCRF-CEM | MDA-MB-468
> CN(C)CCN(Cc1ccccc1)c1ccccn1
  117&93 | 102&109 | 106&97 | 111&94 | 110&96 | 104&106 | 100&95 | 99&108
> COc1ccc(C2SCC(=O)N2CCc2cccs2)cc1 (configuration not stated)
  115 | 106 | 97 | 128 | 124 | nt | 117 | 113
> CCCCNC(=O)c1ccc([N+](=O)[O-])cc1
  102 | 98 | 90 | 96 | 101 | 107 | 40 | 102
> O=C(CCc1nnc2sc(Cc3ccccc3Cl)nn12)c1nc2ncccc2[nH]1
  73 | 80 | 103 | 102 | 86 | nt | 103 | 96
> CNC(=O)c1cc(Oc2ccc3nc(NC(=O)Nc4cccc(OC(F)(F)F)c4)sc3c2)ccn1
  nt | 39 | 52 | 47 | 51 | 37 | 53 | 1.5*
> CCCCCCC[C@@H](O)CC(=O)N[C@@H](CC(C)C)C(=O)N[C@@H](CC(C)C)C(=O)N[C@H](CCC(N)=O)C(=O)N[C@@H](CC(C)C)C(=O)N[C@H](CO)C(=O)N[C@H](C(=O)N[C@H](CC(C)C)C(=O)N[C@@H](CC(C)C)C(=O)O)[C@@H](C)CC
  100 | 98 | 103 | 79 | 93 | 81 | 99 | 96
> O=C(OCOC(=O)c1cccc2ccccc12)c1cccc2ccccc12
  91 | 96 | 98 | 100 | 92 | 100 | 102 | 100
> CCCCOC(=O)c1ccc(NC(=O)CCN2CCOCC2)cc1
  105 | 88 | 92 | 94 | 95 | 105 | 94 | 92
> CCn1cc(C(=O)O)c(=O)c2cc(F)c(N3CCN(C(=O)c4ccccc4)C(C)C3)c(F)c21 (configuration not stated)
  83 | 94 | 107 | 92 | 107 | 104 | 98 | 95
> CN(C)S(=O)(=O)c1ccccc1N=C=S
  107 | 99 | 75 | 98 | 101 | 132 | 99 | 92
> COc1ccc(CNc2ccc3nc(CCC4CCCCC4)[nH]c3c2)cc1
  80 | 68 | 40 | 20 | 53 | 47 | 69 | 39
> O=C(O)C(Nc1ccc2nc3n(c(=O)c2c1)CCC3)c1ccc(F)cc1 (configuration not stated)
  102 | 90 | 110 | 108 | 110 | 106 | 105 | 108
> CC1(C)OB(c2ccc(CSc3ncnc4nc[nH]c34)cc2)OC1(C)C
  104 | 81 | 83 | 74 | 93 | 89 | 84 | 61
> NC(=O)CSc1nc2ccccc2c(=O)n1CCc1ccc(S(N)(=O)=O)cc1
  99 | 93 | 103 | 103 | 110 | 101 | 103 | 108
> O=c1nc(-c2ccc(Cl)cc2Cl)cc(-c2ccco2)[nH]1
  93 | 58 | 92 | 93 | 87 | 79 | nt | 83
> CNc1cc(-c2ccc(S(=O)(=O)Nc3ccc4c(c3)N(C(=O)C3CC3)CCC4)cc2)nc(N)n1
  89 | 89 | 94 | 114 | 98 | 108 | 99 | 90
> C#CC[C@@H]1C[C@]2(C)[C@H]3CC[C@@H]4[C@H]5[C@H](C(=C)C)CC[C@]5(C(=O)O)CC[C@@]4(C)[C@]3(C)CC[C@H]2C(C)(C)[C@H]1O
  21 | 35 | 24 | 35 | 27 | 45 | 34 | -2.9*
> O=C(O)c1c(O)ccc2ccccc12
  112 | 103 | 102 | 107 | 94 | 86 | 103 | 104
> COc1cc(-c2nn(-c3ccc(NC(=O)CN(C)C)cc3)cc2-c2ccncc2)ccc1Cl
  107 | 84 | 100 | 82 | 110 | nt | 107 | 97
> COC(=O)c1nc(=S)[nH]c(C(=O)OC)c1C(=O)c1ccc(O)cc1O
  105 | 98 | 106 | 111 | 122 | 106 | nt | 103

Shown as labelled records: part of the list above.
canonical_smiles: O=C(OCOC(=O)c1cccc2ccccc12)c1cccc2ccccc12
  MDA-MB-231 = 91; MCF7 = 96; RPMI-8226 = 98; K-562 = 100; MOLT-4 = 92; SR = 100; CCRF-CEM = 102; MDA-MB-468 = 100

canonical_smiles: CCCCOC(=O)c1ccc(NC(=O)CCN2CCOCC2)cc1
  MDA-MB-231 = 105; MCF7 = 88; RPMI-8226 = 92; K-562 = 94; MOLT-4 = 95; SR = 105; CCRF-CEM = 94; MDA-MB-468 = 92

canonical_smiles: CCn1cc(C(=O)O)c(=O)c2cc(F)c(N3CCN(C(=O)c4ccccc4)C(C)C3)c(F)c21 (configuration not stated)
  MDA-MB-231 = 83; MCF7 = 94; RPMI-8226 = 107; K-562 = 92; MOLT-4 = 107; SR = 104; CCRF-CEM = 98; MDA-MB-468 = 95

canonical_smiles: CN(C)S(=O)(=O)c1ccccc1N=C=S
  MDA-MB-231 = 107; MCF7 = 99; RPMI-8226 = 75; K-562 = 98; MOLT-4 = 101; SR = 132; CCRF-CEM = 99; MDA-MB-468 = 92

Entries of single compounds, looked up by structure:
COC(=O)c1nc(=S)[nH]c(C(=O)OC)c1C(=O)c1ccc(O)cc1O as listed: MDA-MB-231: 105; MCF7: 98; RPMI-8226: 106; K-562: 111; MOLT-4: 122; SR: 106; CCRF-CEM: nt; MDA-MB-468: 103
COc1ccc(CNc2ccc3nc(CCC4CCCCC4)[nH]c3c2)cc1 as listed: MDA-MB-231: 80; MCF7: 68; RPMI-8226: 40; K-562: 20; MOLT-4: 53; SR: 47; CCRF-CEM: 69; MDA-MB-468: 39

Going on with the list.
Below each SMILES – MDA-MB-231 | MCF7 | RPMI-8226 | K-562 | MOLT-4 | SR | CCRF-CEM | MDA-MB-468
> COc1ccc(C2C(C#N)=C(c3c[nH]c4ccccc34)Nc3nc(N)nc(N)c32)cc1 (configuration not stated)
  58 | 42 | 43 | 73 | 71 | 60 | 74 | 73
> Cc1c(Cl)cccc1N1C(=O)C=CC1=O
  112 | 97 | nt | 56 | 84 | 92 | nt | 65
> Cc1ccc(N=C(N)NC#N)cc1C
  106 | 101 | 90 | 102 | 102 | nt | nt | 111
> Nc1nc(Sc2ccccc2)c2c(n1)C(=O)NCC2
  95 | 96 | 96 | 101 | 92 | 120 | 92 | 86
> CCCCc1ccncc1
  103 | 106 | 135 | 115 | 126 | 117 | 133 | nt
> CSc1c2c([nH]c(=O)c1C#N)-c1ccccc1CC2
  104 | 82 | 90 | 95 | 105 | 88[100 µM] | 91[100 µM] | 90
> NC(=O)C(O)(c1ccccc1)c1ccccc1
  108 | 92 | 93 | 100 | 99 | 83 | 88 | 95
> CN(C)c1ccc(/C=C\c2ccnc3ccccc23)cc1
  70 | 39 | -18* | 27 | 67 | -32* | 29 | 31
> O=C(O)C(=Cc1ccc(Cl)cc1Cl)C(=O)O
  109 | 98 | nt | 98 | 91 | 85 | nt | 114
> Cn1cc(-c2cc(N)n3nc(-c4cn(C)c5ccccc45)cc3n2)c2cc(Cl)ccc21
  -45* | -70* | -8.7* | 1.6* | -6.0* | 4.5* | -5.8* | -32*
> NNC(=O)/C(=C\c1ccccc1[N+](=O)[O-])CC(=O)c1ccc(Cl)c(Cl)c1
  67 | 79 | 68 | 74 | 78 | nt | 87 | 64
> O=C(CSc1nnc(-c2ccc(NC(=O)c3cccnc3)cc2)o1)N[C@@H](Cc1ccccc1)C(=O)O
  105 | 104 | nt | 89 | 98 | nt | 98 | 103
> CC1=C(O)C(=O)C(c2c(C)cc(C)c(Br)c2C)=C(O)C1=O
  93 | 56 | 37 | 49 | 55 | 49 | 43 | 86
> COc1ccc(C2=Nc3nc(-c4ccccc4)cc(=O)n3NC3=C2C(=O)CC(C)(C)C3)cc1
  113 | 98 | 88 | 101 | 106 | 117 | 90 | 85
> COc1cc(C2Cc3cnccc3-c3[nH]c(=O)c4ccncc4c32)cc(OC)c1OC (configuration not stated)
  96 | 97 | 106 | 93 | 96 | 93 | 104 | 104
> COc1ccc2[nH]cc(/C=C3/C(=O)Nc4ccc(F)cc43)c2c1
  88 | 56 | 62 | 72 | 62 | 83 | 63 | 79
> COc1ccc(C(O)c2ccc(OC)cc2)cc1
  102 | 100 | 110 | 93 | 90 | 96 | 113 | 55
> CS(=O)(=O)c1ccc(-n2nc(C(=O)Nc3ccc(S(N)(=O)=O)cc3)cc2-c2ccccc2)cc1
  94 | 93 | 95 | 113 | 110 | 94 | 97 | 113
> O=C(O)c1c[nH]n2c(=S)ncnc12
  118 | 93 | 91 | 97 | 101 | 92 | 100 | 93
> C[C@@H](C[C@H](CCOC(=O)N1CCOCC1)c1ccccc1)c1csc2ccccc12
  83 | 88 | 101 | 105 | 99 | 98 | 37 | 58

Only MDA-MB-231 (three entries from above):
structure,MDA-MB-231
COc1ccc(C(O)c2ccc(OC)cc2)cc1,102
CS(=O)(=O)c1ccc(-n2nc(C(=O)Nc3ccc(S(N)(=O)=O)cc3)cc2-c2ccccc2)cc1,94
O=C(O)c1c[nH]n2c(=S)ncnc12,118

Carrying on.
Below each SMILES – MDA-MB-231 | MCF7 | RPMI-8226 | K-562 | MOLT-4 | SR | CCRF-CEM | MDA-MB-468
> COc1ccc(OC)c(/C=C/c2nc(SC)n(-c3ccccc3)n2)c1
  83 | 75 | nt | 119 | 97 | 107 | 94 | 88
> C=CC(=O)Nc1cccc(Nc2nc(Nc3ccc(OCCOC(F)F)cc3)ncc2F)c1
  66 | 24 | 42 | 20 | 33 | 10 | 25 | -28*
> O=C(O)C(O)c1cccc([N+](=O)[O-])c1 (configuration not stated)
  114 | 103 | 112 | 118 | 95 | 116 | 109 | 106
> COc1ccc(S(=O)(=O)N2CCN(S(=O)(=O)c3oc(-c4ccc(C)cc4)nc3C#N)CC2)cc1
  102 | 80 | 105 | nt | nt | nt | 106 | 104
> S=C(Nc1ccccc1)N1CCCCC1
  99 | 93 | 110 | 110 | 98 | 105 | 102 | 90
> CCCCOCCOC(=O)C1OC1(C)c1ccccc1 (configuration not stated)
  98 | 100 | 101 | 98 | 103 | 103 | 100 | 101
> C[C@H]1[C@H](C)CC[C@]2(C(=O)OCCCC[P+](c3ccccc3)(c3ccccc3)c3ccccc3)CC[C@]3(C)C(=CC[C@@H]4[C@@]5(C)CC[C@H](OC(=O)C(Cl)Cl)C(C)(C)[C@@H]5CC[C@]43C)[C@H]12
  -69* | -38* | -53* | -57* | -50* | -49* | -17* | -70*
> CNc1ccccc1C(=O)N/N=C/C=C/c1ccccc1
  49 | 12 | 25 | 8.9* | 18 | 2.4* | 12 | 20
> NC(N)=Nc1nc2n[nH]c(N)c2c2nc3ccccc3n12
  106 | 78 | 105 | 106 | 101 | 101 | 106 | 83
> COc1ccc(C(OC(=O)c2ccc([N+](=O)[O-])cc2)c2ccccc2)cc1 (configuration not stated)
  112 | 104 | 97 | 116 | 104 | 95 | 100 | 112
> NNc1nc2nc(-c3ccc(Cl)cc3)cc(-c3ccc(F)cc3)c2c(=O)[nH]1
  95 | 85 | 89 | 89 | 78 | 86 | 99 | 105
> CC(=N\N=C(N)N)/C(=N/N=C(N)N)c1ccccc1
  116 | 19 | 92 | 91 | 49 | 89 | 32 | 40
> O=C(c1ccccn1)C(O)c1ccccn1 (configuration not stated)
  100 | 101 | 98 | 102 | 93 | 103 | 94 | 94
> NS(=O)(=O)c1ccc(N2C(=O)/C(=C/c3ccc(F)cc3)N=C2c2ccccc2)cc1
  107 | 88 | 93 | 87 | 95 | 70 | 97 | 96
> Cc1cc(Nc2cccc(F)c2)nc(NCc2ccccc2)n1
  21 | 15 | -3.2* | 13 | 23 | 23 | 13 | 16
> CN(C)c1ccc(/C=N/Nc2nnc3n2N=C(c2ccc(Cl)cc2)CS3)cc1
  101 | 77 | 83 | 79 | 67 | 94 | 87 | 104
> COc1ccc2[nH]c(=O)cc(-n3nc(C#N)c(C#N)c3N)c2c1
  97 | 109 | 103 | 101 | 95 | 106 | 97 | 115
> Cc1cc(-c2ccccc2)n(N2C(=O)CSC2c2ccc(Cl)cc2)c(=S)n1 (configuration not stated)
  104 | 90 | 97 | 80 | 93 | nt | 102 | 88
> CCNC(=O)Oc1ccc(/C(=C(\C)c2ccc(Cl)cc2)c2ccc(OCCN(CC)CC)cc2)cc1
  44 | 16 | -11* | nt | 8.0* | -27* | 16 | 67
> COC1=C(S(N)(=O)=O)C2NS(=O)(=O)c3cnccc3N2C=C1 (configuration not stated)
  109 | 71 | 101 | 96 | 104 | 102 | nt | nt

Further structures
Below each SMILES – MDA-MB-231 | MCF7 | RPMI-8226 | K-562 | MOLT-4 | SR | CCRF-CEM | MDA-MB-468
> COC(=O)/C=C1\CCC(C(=O)NCc2ccc(Cl)cc2Cl)N1C (configuration not stated)
  100 | 101 | 106 | 93 | 107 | 100 | 116 | 91
> CCCN1[C@@H]2CC[C@H]1/C(=C\c1ccc(OC)cc1OC)C(=O)/C2=C/c1ccc(OC)cc1OC
  58 | 58 | 27 | nt | 27 | 28 | 38 | 46
> CC(C)(COC(=O)C(c1ccccc1)c1ccccc1)CN1CCOCC1
  86 | 125 | 71 | 94 | 92 | nt | 91 | 101
> Nc1ncnc2c1N=C(c1ccc3c(c1)OCO3)CC(c1sc(Cl)nc1Cl)N2 (configuration not stated)
  91 | 92 | 82 | 77 | 101 | 94 | 89 | 74
> COc1ccc(/C=C/C(=O)c2ccc(OC)c(OC)c2)cc1
  83 | 59 | nt | nt | 35 | 21 | 56 | 58
> CCN(CC)CCSC(=O)c1ccc([N+](=O)[O-])cc1
  105 | 103 | 115 | 91 | 101 | 99 | 107 | 113
> Nc1cc(OCc2ccccc2)ccc1OCc1ccccc1
  105 | 95 | 104 | 95 | 90 | 98 | 94 | 101
> O=C1N=C(N2CCOCC2)S/C1=C\c1cn(-c2ccccc2)nc1-c1ccccc1
  53 | 82 | nt | 93 | 116 | 71 | 92 | 83
> Cc1ccc(NC(=O)c2cc3ccccc3cc2O)c(C)c1
  98 | 93 | 29 | 64 | 104 | 77 | 68 | 88
> CC(C)(C#N)N1CCN(c2ccccc2)CC1
  112 | 104 | 106 | 95 | 91 | 98 | 102 | 99
> COc1cc(/C=C/c2nnc3c4ccccc4cnn23)cc(OC)c1OC
  85 | 87 | 88 | 86 | 92 | 91 | 94 | 87
